Screening data as filed in PubChem.
ZTA DNA inh = counter-screen for EBNA-1 inhibitors: inhibitors of Epstein-Barr virus ZTA. ZTA-DNA binding, fluorescence polarization. P03206. hit rate 0.15% among 320,000. AID 2234. inhibition, % at 11 µM; in the data active = inhibition above about 33%
Target sequence (P03206 whole entry, looked up): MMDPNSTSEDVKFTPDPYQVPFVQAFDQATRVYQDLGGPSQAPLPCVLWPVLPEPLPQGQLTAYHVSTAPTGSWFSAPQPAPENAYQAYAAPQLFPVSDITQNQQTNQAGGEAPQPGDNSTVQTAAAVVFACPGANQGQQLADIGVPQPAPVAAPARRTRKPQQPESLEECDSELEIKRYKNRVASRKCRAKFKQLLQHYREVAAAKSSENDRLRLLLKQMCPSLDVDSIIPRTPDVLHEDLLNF
MEX-5 binding = MEX-5 zinc finger RNA-binding disruptors – biochemical, C. elegans, fluorescence polarization, MLPCN library, primary screen; Zinc finger protein mex-5 (Caenorhabditis elegans), Q9XUB2; MEX-5/FITC-TCR2 RNA binding; hits give low values; activity score (negative = inhibition of binding), % at 10 µM; hit rate 0.38% among 300,000;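 active = inhibition past about -25% in most replicates, and total fluorescence under double the plate's negative control median, limit read from the data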;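 also: 0% = DMSO and -100% = 5 µM competing unlabeled TCR2 RNA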
MCL1 BIM primary = inhibitors of MCL1 binding to BIM-BH3, primary screen, biochemical, fluorescence polarization. Induced myeloid leukemia cell differentiation protein Mcl-1 (Homo sapiens), Q07820. GST-MCL1 / FITC-Bim-BH3 fluorescence polarization. inhibition, % at 10.9 µM. hit rate 0.68% among 320,000;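 active = inhibition above the mean inhibition of all tested compounds plus 3 SD, set per campaign, cut at about 40% in these data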;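 also: 0% = DMSO wells and 100% = unlabeled Bim-BH3 peptide control; higher means more loss of mP so more displacement of Bim peptide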
Target sequence (Q07820 whole entry, looked up): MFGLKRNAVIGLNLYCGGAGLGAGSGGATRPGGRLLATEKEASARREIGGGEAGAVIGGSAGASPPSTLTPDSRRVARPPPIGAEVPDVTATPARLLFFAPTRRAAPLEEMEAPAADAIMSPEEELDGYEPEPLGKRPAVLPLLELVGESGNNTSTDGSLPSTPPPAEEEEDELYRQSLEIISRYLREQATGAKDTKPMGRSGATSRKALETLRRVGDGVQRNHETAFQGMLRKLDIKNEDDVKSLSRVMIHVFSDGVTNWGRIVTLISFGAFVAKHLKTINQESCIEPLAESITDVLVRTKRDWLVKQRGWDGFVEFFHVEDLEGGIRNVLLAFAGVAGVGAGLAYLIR
Efflux pump inh = inhibitors of Candida efflux pumps in yeast, primary screen, S. cerevisiae, Nile Red, multiplex. S. cerevisiae Candida pump triplex. hit rate 0.44% among 330,000. inhibition, % at 10 µM;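 active = plate passing quality check with inhibition over a set limit, or well fluorescence over plate mean plus 4 SD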;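 also: Nile Red retained in pooled yeast measured as flow cytometry median fluorescence; 0% = buffer negative control and 100% = Enniatin B positive control; higher means more Nile Red kept so more efflux inhibition; some compounds called inactive have numbers as strong as hits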
EBNA-1 inh = EBNA-1 DNA-binding inhibitors, primary screen, biochemical, fluorescence polarization; hit rate 0.34% among 300,000; inhibition, % at 14.8 µM; AID 1950, 2009; in the data active = inhibition above about 28%
Fam108B inh = mouse Fam108B serine hydrolase inhibitors, primary screen, counter-screen for RBBP9 inhibitor project, biochemical, fluorescence polarization; recombinant Fam108B, FP-Rh probe fluorescence polarization; inhibition, % at 9.51 µM; hit rate 0.33% among 300,000; AID 1947, 2009;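 active = inhibition above the screen mean inhibition plus 3 SD, computed separately per campaign, cut at about 18% in these data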;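 also: inhibitors lower polarization as less probe binds the enzyme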
CR mimetic SO = reduction of superoxide in aged yeast, primary screen, HTS | hit rate 0.18% among 330,000 | superoxide response (% of plate mean), % at 10 µM | S. cerevisiae aged cells, superoxide DHE fluorescence; hits give low values;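 active = superoxide response under a set limit, about three screen SD below normal, cut at about 65% in these data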;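 also: yeast aged for seven days with compound at 30 °C before DHE staining; 100% = average MFI of all compound-treated wells on the plate with controls excluded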
GLD-1 TGE inh = GLD-1/TGE RNA complex disruptors, primary screen, biochemical, fluorescence polarization | purified GLD-1 + fluorescein TGE RNA | inhibition, % at 5.96 µM | hit rate 0.44% among 320,000 | AID 2280, 2010;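 active = percent inhibition above a per-plate cutoff, the plate mean of test compounds plus 3 SD, cut at about 30% in these data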;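 also: 0% = DMSO wells with GLD-1 and probe and 100% = wells lacking GLD-1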
Target sequence (Q17339 whole entry, looked up): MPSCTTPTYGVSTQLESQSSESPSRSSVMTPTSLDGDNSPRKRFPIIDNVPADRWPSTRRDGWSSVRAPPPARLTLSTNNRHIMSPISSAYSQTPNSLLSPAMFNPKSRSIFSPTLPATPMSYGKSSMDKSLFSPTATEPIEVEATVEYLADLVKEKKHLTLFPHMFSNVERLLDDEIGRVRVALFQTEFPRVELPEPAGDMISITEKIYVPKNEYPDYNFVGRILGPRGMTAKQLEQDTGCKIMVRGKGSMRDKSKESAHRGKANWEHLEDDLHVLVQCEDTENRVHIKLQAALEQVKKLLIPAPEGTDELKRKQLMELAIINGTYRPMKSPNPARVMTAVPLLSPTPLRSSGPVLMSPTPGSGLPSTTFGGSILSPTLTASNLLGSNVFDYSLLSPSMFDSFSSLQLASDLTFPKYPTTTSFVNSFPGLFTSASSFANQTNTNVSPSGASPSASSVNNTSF
Bcl-xL primary = inhibitors of human Bcl-xL, primary screen, biochemical, fluorescence polarization, HTS; Bcl-2-like protein 1 (Homo sapiens), Q07817; GST-Bcl-xL / FITC-Bim BH3 peptide fluorescence polarization; inhibition, % at 10.9 µM; hit rate 0.7% among 320,000; AID 2129, 2009;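 active = inhibition above the mean of all tested compounds plus 3 SD, cutoff set per campaign, cut at about 30% in these data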;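 also: 0% = DMSO wells and 100% = unlabeled Bim-BH3 peptide competitor; inhibitors lower millipolarization by displacing the labeled peptide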
Numbers without * were called inactive; . = not tested or not shown.

SMILES | ZTA DNA inh | MEX-5 binding | MCL1 BIM primary | Efflux pump inh | EBNA-1 inh | Fam108B inh | CR mimetic SO | GLD-1 TGE inh | Bcl-xL primary
COC(=O)C1C(=O)NC(SC)=C(C#N)C1c1ccccc1 (stereo not drawn) | -3 | 3.1 | 6 | 0.2 | -4 | -6 | 113 | -3 | -2
CC(C)(CC(=O)O)Cc1nc(-c2ccc(Cl)cc2)no1 | 8 | 1.5 | 7 | -0.2 | -7 | 1 | 99 | 0 | 5
CCCn1c(SCC(=O)N2CCCC(C)C2)nnc1-c1cccnc1 (stereo not drawn) | 12 | -0.3 | 2 | 0.1 | -3 | 1 | 102 | -2 | 5
O=C(O)C1Cc2ccccc2CN1C(=O)COc1ccc(Cl)cc1Cl (stereo not drawn) | 1 | -1.5 | -4 | 0.0 | -11 | 0 | 109 | 12 | 6
O=C(/C=C\Nc1ccc2c(c1)OCO2)c1ccccn1 | 2 | -1.3 | -12 | -0.1 | 7 | 4 | 97 | 9 | 1
O=C(COC(=O)CNC(=O)c1cccc(Br)c1)Nc1nnc(-c2ccccc2)o1 | -5 | . | -8 | 0.1 | . | . | 101 | 6 | -5
COc1ccc(CCNC(C)=O)cc1 | 1 | -1.5 | 6 | -0.1 | 5 | 3 | 110 | 0 | 0
CC1(C)CC2(CC(C)(C)N1)OC(=O)N1CCc3ccccc3C12C (stereo not drawn) | 14 | 1.4 | 5 | -0.1 | 10 | -1 | 93 | 2 | 5
CC(NC(=O)COC(=O)C1CCN(c2ccc(C(F)(F)F)cn2)CC1)c1ccc(Br)cc1 (stereo not drawn) | -4 | 3.0 | -9 | 0.1 | -5 | -1 | 99 | 2 | -1
O=C(c1ccc2ccccc2n1)N(CCO)Cc1ccccc1 | -9 | 4.3 | 2 | 0.6 | -15 | 0 | 95 | -5 | -1
Cc1ccc(NC(=O)C(NCc2ccccn2)c2ccccc2)cc1 (stereo not drawn) | 9 | -0.6 | 2 | 0.1 | -9 | 3 | 102 | -1 | 2
O=C(NCCc1ccc(Cl)cc1)C1CCN(C(=O)N2CCOc3ccccc32)CC1 | 12 | 1.6 | -1 | 0.1 | 1 | 1 | 97 | 2 | 7
CCn1c(C)nc2cc(C#N)ccc21 | 6 | -0.5 | 12 | 0.1 | -1 | 1 | 109 | -6 | 10
COC(=O)Cc1c(C)c2ccc(OCC(=O)N3CCC(C)CC3)c(C)c2oc1=O | -23 | 0.0 | -4 | -0.2 | -6 | 3 | 112 | -6 | 1
COc1cc(CNCC(C)C)cc(Br)c1OCC(=O)Nc1ccccc1 | 16 | -1.0 | 0 | 0.0 | -1 | -2 | 104 | 1 | 3
COc1cccc(NC(=S)NN=C2CCC(C(C)(C)C)CC2)c1 (stereo not drawn) | -8 | -0.6 | -2 | 1.3 | -16 | -7 | 101 | -5 | -6
COc1ccccc1CC(=O)N1CCCc2ccccc21 | -3 | 1.3 | 7 | 0.2 | 5 | -4 | 83 | 2 | 5
COc1ccc(S(=O)(=O)N(C)c2ccc(C(=O)N3CCCCC3)cc2)cc1 | 15 | -0.6 | -6 | 0.0 | 10 | -1 | 101 | 7 | 2
N#Cc1cc(C(=O)c2cc(Br)ccc2O)cn(C2CC2)c1=O | -18 | -1.6 | -8 | -0.1 | 0 | -5 | 104 | -13 | -3
Cc1ccc(S(=O)(=O)N2CCN(C(=O)CCn3cncn3)CC2)cc1C | -6 | -1.0 | 0 | 0.1 | -9 | 3 | 97 | 4 | -1
O=C(NCc1ccccc1Cl)C1CCN(C(=O)c2sccc2-n2cccc2)CC1 | 6 | -0.2 | -2 | 0.1 | -2 | 3 | 87 | 4 | 2
O=C(CCn1cccc1)NC1CCCc2ccccc21 (stereo not drawn) | -14 | 2.2 | 0 | 0.0 | 14 | -2 | 98 | -1 | 1
CCOn1c(=O)c(=O)n(OC)c2ccccc21 | -10 | -0.3 | 5 | -0.1 | 6 | 0 | 99 | 3 | 4
Cc1cnc(C(=O)Nc2cc(S(=O)(=O)N3CCOCC3)ccc2N2CCN(C)CC2)cn1 | 12 | -1.3 | 3 | 0.1 | -2 | 1 | 105 | 7 | 8
CCOC(=O)c1c(C)n(C)c2ccc(OC(=O)c3ccoc3)cc12 | 6 | 0.3 | -2 | 0.0 | 2 | -1 | 98 | 2 | 1
CC(=O)Nc1nc(SCC(=O)NCc2ccc(F)cc2)[nH]c(=O)c1NC(=O)c1cccs1 | 17 | 1.0 | -1 | -0.1 | 1 | 5 | 76 | 3 | 5
O=C(O)Cc1csc(-c2cccc(F)c2)n1 | 3 | -0.2 | 4 | -0.3 | 4 | -1 | 103 | 10 | 4
CC1Cc2ccccc2C(=O)N1 (stereo not drawn) | -20 | 0.4 | 4 | -0.1 | 14 | -4 | 113 | 3 | 3
Cc1ccc(Cn2c(=N)c(S(=O)(=O)c3ccc(Br)cc3)cc3c(=O)n4ccccc4nc32)cc1 | -25 | -16 | 0 | -0.1 | -3 | -1 | 73 | 4 | 2
Cn1cccc1Cc1nnc(SCC(=O)Nc2cccc(F)c2)n1CCc1ccccc1 | 10 | 2.6 | 6 | 0.1 | 5 | 3 | 91 | 4 | -4

Full records as entered above:
COc1cccc(NC(=S)NN=C2CCC(C(C)(C)C)CC2)c1 (stereo not drawn) as listed: ZTA DNA inh = -8; MEX-5 binding = -0.6; MCL1 BIM primary = -2; Efflux pump inh = 1.3; EBNA-1 inh = -16; Fam108B inh = -7; CR mimetic SO = 101; GLD-1 TGE inh = -5; Bcl-xL primary = -6
Cn1cccc1Cc1nnc(SCC(=O)Nc2cccc(F)c2)n1CCc1ccccc1 as listed: ZTA DNA inh = 10; MEX-5 binding = 2.6; MCL1 BIM primary = 6; Efflux pump inh = 0.1; EBNA-1 inh = 5; Fam108B inh = 3; CR mimetic SO = 91; GLD-1 TGE inh = 4; Bcl-xL primary = -4

The listing continues.
SMILES | ZTA DNA inh | MEX-5 binding | MCL1 BIM primary | Efflux pump inh | EBNA-1 inh | Fam108B inh | CR mimetic SO | GLD-1 TGE inh | Bcl-xL primary
CNC(=S)N1N=C(c2ccc(OC)cc2)CC1c1ccc(N(C)C)cc1 (stereo not drawn) | -16 | -0.2 | 7 | -0.1 | -7 | 2 | 94 | 10 | 3
COc1ccc(S(=O)(=O)N(C)CC(=O)N2CCC(C(N)=O)CC2)cc1 | 0 | -0.5 | 2 | 0.0 | -3 | -8 | 121 | 1 | 0
COc1ccccc1OCC(=O)OCn1c(SC)nnc(C)c1=O | -9 | -0.3 | -5 | -0.3 | -2 | 2 | 92 | 9 | 4
CCCCn1c(=O)[nH]c(=O)c2c1nc(-c1ccc(OC(F)F)c(OC)c1)n2C | 5 | 3.2 | 3 | -0.1 | 6 | 1 | 103 | -1 | 2
Cc1ccc(C(=O)N/N=C/c2ccc(-c3ccc(Br)cc3[N+](=O)[O-])o2)o1 | 8 | 1.2 | 62* | 0.5 | 1 | 19* | 101 | 36* | 51*
COc1ccc(Cl)cc1C(=O)Nc1ccccc1N1CCN(C)CC1 | -1 | 0.3 | -9 | 0.0 | 12 | -2 | 113 | -3 | -5
CCOC(=O)NC(=O)C(=CNc1ccccc1OC)C(=O)NC(=O)OCC | 19 | 0.7 | 1 | -0.1 | 8 | 2 | 90 | -1 | 3
CCSc1nc2ccccc2n1C(=O)c1ccc(S(=O)(=O)N2CCCCC2)cc1 | 8 | 1.7 | 0 | -0.1 | 7 | -1 | 113 | 4 | -1
CCOC(=O)N1CCN(S(=O)(=O)N2CCCC(C(=O)NCc3ccc(OC)cc3)C2)CC1 (stereo not drawn) | 7 | -0.4 | -1 | -0.1 | 2 | 0 | 90 | 0 | 2
COc1ccc(N2C(=O)C3CCCN3C2c2ccc(F)cc2)cc1Cl (stereo not drawn) | 4 | 1.0 | 2 | 0.0 | -1 | -3 | 99 | 2 | 3
CNC(=S)N(Cc1ccc(Cl)cc1)Cc1cccs1 | 5 | -0.1 | 11 | 0.0 | -15 | -3 | 107 | 5 | 5
COc1cc(C(N)=O)cc(Br)c1OC | -5 | 3.1 | -13 | -0.1 | 12 | 2 | 88 | 3 | -16
CCOC(=O)C1CSC(CC(=O)Nc2ccc(Cl)cc2)C(=O)N1 (stereo not drawn) | -1 | 1.0 | -3 | 0.0 | -16 | -7 | 114 | 6 | 1
Cc1ccc(S(=O)(=O)NCCCNC(=O)c2ccccc2)cc1 | 15 | -0.3 | 4 | 0.0 | 0 | 1 | 116 | 8 | 9
COc1ccc(NC(=O)C(Cc2ccccc2)n2cccc2)cc1OC (stereo not drawn) | -3 | -0.2 | 1 | 0.0 | -9 | 5 | 89 | 7 | -1
COc1ccc(NC(=O)CCSCCc2ccccn2)cc1OC | 7 | 1.7 | 3 | -0.1 | -7 | -1 | 90 | 5 | -1
Cn1cnnc1SCC(=O)Nc1ccc2nc(SCc3ccccc3Cl)sc2c1 | 10 | -0.5 | -4 | -0.1 | 16 | -3 | 103 | -14 | 0
O=C(CNC(=O)c1ccccc1Cl)OCC(=O)N1CCc2ccccc21 | -14 | -1.7 | -6 | 0.0 | 6 | 0 | 97 | -2 | -4
COC(=O)COc1ccc2occ(C(C)=O)c2c1 | 0 | 0.5 | 2 | -0.1 | -4 | 5 | 128 | 7 | 2
COc1cc2c(=O)n(Cc3ccco3)c(=O)n(CC(=O)c3cccc(Br)c3)c2cc1OC | 4 | -3.1 | 4 | 1.0* | -4 | -12 | 114 | -2 | 2
CCN(CC)S(=O)(=O)c1ccc2c(c1)nc(SCc1nc3ccsc3c(=O)[nH]1)n2CC | -2 | 2.5 | -4 | 0.0 | 0 | 2 | 105 | -1 | 4
CN1/C(=C\C(=O)CN2C(=O)NC3(CCCCCC3)C2=O)C(C)(C)c2ccccc21 | 11 | 1.4 | -6 | -0.3 | -3 | -10 | 99 | 10 | 10
CCCCNC(=O)COC(=O)c1ccc(NC(C)=O)cc1 | -20 | 0.7 | 4 | -0.1 | -16 | 0 | 100 | -1 | 5
CC(C)Oc1ccc(C(=O)Nc2ccc3c(c2)n(C)c(=O)n3C)cc1 | -8 | 0.6 | 0 | 0.0 | 1 | 0 | 95 | -1 | 0
COc1ccc(N2CC(C(=O)N/N=C/c3ccccc3)CC2=O)cc1 (stereo not drawn) | -13 | -0.9 | 9 | 0.0 | 0 | 4 | 97 | 8 | 3
CS(=O)(=O)C1=NSC2=NC(=O)/C(=C\c3ccc(OC(=O)c4ccco4)cc3)C(=N)N21 | 16 | 3.1 | -2 | 0.0 | 3 | -1 | 134 | 2 | -5
COc1ccc(CC(=O)OCC(=O)NCc2ccccc2Cl)cc1OC | 4 | 0.2 | -5 | 0.0 | 5 | 0 | 95 | -4 | 4
Cn1c(SCC(=O)c2ccccc2)ncc(C(=O)Nc2ccc(F)cc2)c1=O | 0 | 0.3 | 0 | 0.1 | -11 | 1 | 104 | -3 | 0
O=C(COc1nc2ccccc2nc1N1CCOCC1)NCC(F)(F)F | -4 | -0.2 | 3 | 0.1 | 5 | -1 | 108 | 2 | 4
Cc1oc(-c2ccccc2F)nc1CN1CCC(C(=O)NCc2cccs2)CC1 | 1 | 0.6 | 11 | -0.1 | 6 | 5 | 97 | 1 | 8
